LYP inhibition: inhibition of human PTPN22 tyrosine phosphatase – biochemical, DiFMUP fluorescence, recombinant catalytic domain, 10 µM, primary screen (AID 606) | recombinant LYP catalytic domain, DiFMUP fluorescence; higher % means a stronger effect | one-dose inhibition, % at 10 µM; IC50 in µM for titrated hits | 52,000 tested, under 10 active;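 active = IC50 under 40 µM in the dose-response test; inactive = IC50 of 40 µM or more, or never dose-tested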
Spn MK inh: blocks S. pneumoniae mevalonate kinase | purified MK, PK/LDH-coupled NADH absorbance 340 nm | inhibition, % at 10 µM | 65,000 compounds, 0.48% hits | AID 555;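 active = ranked among the strongest by inhibition in the single 10 µM screen, a fixed top-ranked set picked for dose follow-up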; also: no value below 0 was filed
HT1080 viability: cytotoxicity in HT1080 fibrosarcoma cells, cell-based, fluorescence readout (AID 620); 87,000 compounds, 0.42% hits; cytotoxicity, % at 10 µM; hits with a dose series show EC50 in µM; HT1080 viability, fluorescence; higher % means a stronger effect;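 also: cells exposed to compound overnight then 4 h with Alamar Blue; 0% = vehicle DMSO and 100% = killing control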
Spn DPM-DC inh: blocks S. pneumoniae diphosphomevalonate decarboxylase; purified DPM-DC, PK/LDH coupled NADH fluorescence; calls only at 10 µM; 65,000 compounds, 0.49% hits; AID 556;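 active = the 320 compounds with the highest percent inhibition in the single-dose primary screen, excluding strongly autofluorescent ones, cut at about 32% in these data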;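 also: kinetic rate of NADH fluorescence loss reporting ADP formed by the decarboxylase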
Bfl-1 inhibitors: Bfl-1 inhibitors, primary screen, biochemical, fluorescence polarization, FITC-Bid, mouse (AID 432). 64,000 compounds, 0.02% hits. FITC-Bid BH3 peptide fluorescence polarization displacement; higher % means a stronger effect. one-dose displacement, % at 20 µM; IC50 in µM for titrated hits; in the data active = a potency from the dose series; inactive = the rest, 99 in 100 with displacement below about 15%; also: strong numbers were not always called active
Alkaline phosphatase: inhibition of tissue-nonspecific alkaline phosphatase – biochemical, luminescent (AID 518); purified TNAP enzyme, luminescent substrate readout; higher % means a stronger effect; one-dose inhibition, % at 20 µM; IC50 in µM for titrated hits; 64,000 compounds, 0.09% hits; in the data active = a potency from the dose series; inactive = the rest, 99 in 100 with inhibition below about 22%;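 also: plate controls were vehicle for no effect and reference inhibitor for full effect; many of its hits are not listed in these tables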
Spn PMK inh: S. pneumoniae PMK inhibition; purified PMK, PK/LDH-coupled NADH absorbance 340 nm; inhibition, % at 10 µM; 65,000 compounds, 0.49% hits; AID 539;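 active = top-ranked compounds by inhibition in the single 10 µM screen, taking a fixed number of the strongest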;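 also: 0% = full reaction with DMSO carrier and 100% = background rate without enzyme reaction; no value below 0 was filed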
HPDE-C7 cytotoxicity: HPDE-C7 pancreatic duct cell viability loss – fluorescence, HTS (AID 430); 63,000 compounds, 1.8% hits; cytotoxicity, % at 10 µM; hits with a dose series show EC50 in µM; HPDE-C7 pancreatic duct cells viability, fluorescence; higher % means a stronger effect;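 also: cells exposed to compound for 48 hours before viability readout; 0% = vehicle and 100% = reference cytotoxic drug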
KRASV12 cytotoxicity: cytotoxicity in KRAS-transformed pancreatic duct cells, primary screen, cell-based, fluorescence, HTS (AID 431); HPDE-C7K KRASV12 cells, Alamar Blue viability, 48 h; higher % means a stronger effect; cytotoxicity, % at 10 µM; hits with a dose series show EC50 in µM; 63,000 compounds, 1.7% hits;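 active = compounds whose percent cytotoxicity in the single-dose primary screen, scaled between solvent and toxic-drug controls, exceeds 50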;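 also: 0% = DMSO solvent wells and 100% = doxorubicin-treated wells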
Spn PMK inh pilot replicates: recorded beside Spn PMK inh, whose call it bears; inhibition, %; measured here: pilot screen replicates
Spn MK inh pilot replicates: recorded beside Spn MK inh, whose call it bears; inhibition, %; measured here: pilot screen replicates
Spn DPM-DC inh pilot screen %: also measured in Spn DPM-DC inh; calls as there; inhibition, %; measured here: pilot screen trials
The depositor's hits bear a star; i = inactive; . = not tested or not shown; & = joins results of further samples. Rule as the data show it, unless noted: active = cytotoxicity above about 50%; inactive = the rest. These rows are one share of the data; rates above refer to the full screens.

SMILES | LYP inhibition | Spn MK inh | HT1080 viability | Spn DPM-DC inh | Bfl-1 inhibitors | Alkaline phosphatase | Spn PMK inh | HPDE-C7 cytotoxicity | KRASV12 cytotoxicity | others
COc1ccc(OC)c(C2=NOC(C(=O)N3CCC4(CC3)OCCO4)C2)c1 (configuration not stated) | -2% | 3 | -1% | i | -2% | 8% | 13 | -2% | -7% | Spn PMK inh pilot replicates=0.0;Spn MK inh pilot replicates=0.0;Spn DPM-DC inh pilot screen %=0.5
COc1ccccc1N1CCN(Cc2ccccc2F)CC1 | -7% | 51* | 8% | i | -4% | 8% | 0 | -19% | 0%
Cc1nc2ccccc2c(=O)n1-c1ccc(F)cc1 | . | 5 | 4% | i | 0% | 6% | 11 | 1% | 0% | Spn PMK inh pilot replicates=1.0;Spn MK inh pilot replicates=3.0;Spn DPM-DC inh pilot screen %=0.0
CCOC(=O)c1c(C)n(CCN2CCN(C)CC2)c2ccc(OC)cc12 | . | 2 | 10% | i | -4% | 14% | 0 | 2% | 8%
CCOC(=O)C1=C(C)OC(N)=C(C(=O)OCC)[C@@]12C(=O)N(CC(N)=O)c1ccccc12 | 2% | 4 | -20% | i | -4% | 13% | 11 | 0% | 3%
COc1cc(CN2CCN(C(=O)COc3ccccc3)CC2)cc(OC)c1OC | 4% | 47* | 5% | i | -6% | 12% | 0 | -17% | -20%
CCCC1=C(C(=O)OCC)C2(C(=O)Nc3ccccc32)C(C#N)=C(N)O1 (configuration not stated) | . | 12 | -15% | i | -1% | 2% | 0 | 2% | -11%
CCCNC(=O)c1c(N)n(CC2CCCO2)c2nc3ccccc3nc12 (configuration not stated) | . | 3 | -26% | . | 0% | -10% | 3 | -14% | -5%
O=C(Cn1nc(Cc2cccnc2)c2ccccc2c1=O)N1CCC2(CC1)OCCO2 | 8% | 1 | -6% | i | 3% | 7% | 4 | -2% | -8%
C=CCN1C(=O)CSc2ccc(C(=O)N3CCC4(CC3)OCCO4)cc21 | 11% | 0 | -9% | i | -4% | 10% | 17 | -18% | 4%
O=C1c2ccccc2C(=O)N1Cc1nc2ccccc2c(=O)n1-c1ccc(Br)cn1 | 4% | 5 | 2% | i | 1% | 3% | 6 | 3% | 8%
COc1ccc(Cn2c(N)c(C(=O)NCc3ccco3)c3nc4ccccc4nc32)cc1 | 1% | 0 | 14% | . | 2% | 1% | 2 | 70%* | 75%*
Cc1ccnc(-n2c(-c3ccco3)nc3ccccc3c2=O)c1 | 7% | 9 | -10% | i | -3% | 16% | 7 | -10% | -13% | Spn PMK inh pilot replicates=5.5;Spn MK inh pilot replicates=4.0;Spn DPM-DC inh pilot screen %=0.0
Cc1cccc(-n2c(O)c(C=NCc3cccnc3)c(=O)[nH]c2=O)c1C | 6% | 11 | 7% | i | 2% | 22% | 15 | -7% | -16%
O=c1c(C=NCCN2CCNCC2)c(O)n(C2CCCCC2)c(=O)n1C1CCCCC1 | 15% | 9 | -2% | i | -10% | 19% | 0 | 63%* | 95%*
CCS(=O)(=O)N1CCCC(C(=O)N2CCC3(CC2)OCCO3)C1 (configuration not stated) | 2% | 1 | 2% | i | 5% | 6% | 2 | -8% | -4%
O=C1NC(=O)C(Cc2cccs2)C(=O)N1 | -3% | 1 | -4% | i | 0% | 2% | 2 | 5% | -8%
C=CCN(CC=C)Cc1c[nH]c2ccccc12 | 12% | 7 | 11% | i | 8% | 6% | 9 | 8% | 1%
CCCc1nc2ccccc2c(=O)n1-c1ccccc1OC | 6% | 10 | -3% | i | 1% | 10% | 3 | 10% | 9%
CN(C)C(=O)Oc1ccc(-c2nnco2)cc1 | 1% | 7 | -8% | i | 0% | 7% | 13 | 2% | 6%
CCCCc1nc(N2CCNCC2)c(C#N)c2c1CSC(C)(C)C2 | 2% | 11 | 5% | i | -10% | 14% | 3 | 52%* | 72%*
CCCCn1c(O)c(C(C)=Nc2ccc(C(=O)O)cc2)c(=O)[nH]c1=O | 21% | 8 | 20% | i | 0% | 5% | 2 | 3% | 3%
CP(=O)(O)CCCN | . | 9 | -6% | i | 1% | 6% | 9 | -6% | -1%
CN(C)CCN=Cc1c(O)n(-c2cccc(C(F)(F)F)c2)c(=O)[nH]c1=O | 1% | 7 | -3% | i | -5% | 7% | 10 | . | .
CCC(=NCc1ccc2c(c1)OCO2)c1c(O)n(C2CCCCC2)c(=O)[nH]c1=O | -2% | 5 | 2% | i | -5% | 11% | 8 | 64%* | 38%

The list goes on:
SMILES | LYP inhibition | Spn MK inh | HT1080 viability | Spn DPM-DC inh | Bfl-1 inhibitors | Alkaline phosphatase | Spn PMK inh | HPDE-C7 cytotoxicity | KRASV12 cytotoxicity | others
CN1CCN(C(=O)COc2ccc(C(C)(C)C)cc2Br)CC1 | 1% | 6 | . | i | 3% | 7% | 6 | 3% | 13%
CCC(C(=O)N1CCC2(CC1)OCCO2)c1ccccc1 (configuration not stated) | -5% | 8 | 4% | i | 1% | 7% | 6 | -18% | -16% | Spn PMK inh pilot replicates=1.0;Spn MK inh pilot replicates=0.0;Spn DPM-DC inh pilot screen %=3.0
[N-]=[N+]=CC(=O)OC[C@H](N)C(=O)O | 15% | 7 | -11% | i | 2% | 11% | 18 | 14% | -17% | Spn PMK inh pilot replicates=7.0;Spn MK inh pilot replicates=0.0;Spn DPM-DC inh pilot screen %=3.0
CC(=O)C1=C(C)OC(N)=C(C(=O)OC(C)C)C12C(=O)Nc1ccccc12 (configuration not stated) | . | 2 | -27% | i | 0% | 4% | 2 | -9% | -4%
Cn1nc(-c2ccc(OCC(=O)N3CCN(Cc4ccccc4)CC3)cc2)c2ccccc2c1=O | -4% | 8&6 | -2%&-4% | i | . | . | 9&2 | . | .
O=C1N(CN2CCOCC2)c2ccccc2C1(O)c1c[nH]c2ccccc12 (configuration not stated) | . | 6 | -17% | i | -3% | 8% | 7 | 2% | 8%
CN1C[C@H](CNC(=O)OCc2ccccc2)C[C@@H]2c3cccc4c3c(cn4C)C[C@H]21 | 17% | 6 | -2% | i | 6% | 8% | 5 | . | . | Spn PMK inh pilot replicates=0.0;Spn MK inh pilot replicates=1.0;Spn DPM-DC inh pilot screen %=2.0
Cc1nc2ncnn2c(C)c1CCC(=O)N1CCC2(CC1)OCCO2 | -6% | 11 | 5% | i | -6% | 2% | 10 | -3% | 4%
COc1cccc(N2C(=O)NC(=O)C3(Cc4cc(C)ccc4N(C)C3)C2=O)c1 (configuration not stated) | 6% | 4 | -17% | i | -6% | 9% | 0 | 16% | 27%
O=c1[nH]c(=O)n(Cc2ccco2)c(O)c1C=NCc1ccco1 | . | 16 | -23% | i | -5% | 6% | 9 | 0% | -14%
COc1cc(C)c(CN2CCN(c3ccccc3)CC2)cc1C | . | 49* | . | i | -6% | 5% | 8 | -20% | -14%
Cn1cc(C(=O)c2ccccc2)c2ccccc21 | 7% | 0 | 2% | i | 2% | 8% | 0 | 2% | 2%
COCCOC(=O)c1c(N)n(Cc2ccco2)c2nc3ccccc3nc12 | 6% | 9 | 0% | . | 14% | 4% | 8 | 17% | 15%
CCCCCCn1c(O)c(C=NCCN2CCCCC2)c(=O)[nH]c1=O | . | 6 | -8% | i | -6% | 11% | 0 | 4% | 8%
CCC(=NCCN1CCCCC1)c1c(O)n(C)c(=O)n(C)c1=O | . | 3 | -6% | i | 0% | 4% | 8 | 5% | 3%
CCOC(=O)c1c(N)n(Cc2ccc(OC)cc2)c2nc3ccccc3nc12 | 1% | 6 | 0% | . | -6% | 10% | 4 | 2% | 29%
Cn1c(=O)cc(OCC(=O)N2CCC3(CC2)OCCO3)c2ccccc21 | -8% | 7 | 26% | i | 0% | -1% | 5 | -6% | -1%
CC(=NC1CCN(Cc2ccccc2)CC1)c1c(O)n(C)c(=O)n(C)c1=O | 13% | 0 | -1% | i | -3% | 10% | 11 | 7% | 7%
O=c1c2ccccc2nc(-c2ccco2)n1-c1nccs1 | -1% | 0 | 6% | i | -4% | 15% | 0 | 0% | 7%
N#Cc1ccccc1Cn1cc(C(=O)c2cccs2)c2ccccc21 | 3% | 6 | 3% | i | -6% | 8% | 5 | -6% | 4%
CC(c1ccc(F)cc1)n1cc(C(=O)NCc2ccc3c(c2)OCO3)nn1 (configuration not stated) | 7% | 5 | 2% | i | -4% | -3% | 0 | -3% | -4%
N=c1n(CCO)c2ccccc2n1Cc1ccccc1 | . | 0 | 1% | i | -9% | 12% | 10 | 3% | 3%
COc1ccc(S(=O)(=O)NCc2ccc(C(=O)N3CCC4(CC3)OCCO4)cc2)cc1 | -7% | 15 | -1% | i | -2% | 4% | 7 | -16% | -11%
CN(C)P1(N(C)C)=NC(C(F)(F)F)=NC(C(F)(F)F)=N1 | -5% | 6 | 4% | i | -9% | 7% | 0 | -13% | 0%
N[C@@H](Cc1c[nH]c2ccccc12)c1nnc(SCc2ccc(F)cc2)o1 | 14% | 8 | 40% | i | -3% | 11% | 6 | 8% | 3%
COc1ccc(-n2c(O)c(C(C)=NCCN3CCNCC3)c(=O)[nH]c2=O)cc1 | 6% | 14 | -3% | i | -9% | 9% | 7 | -20% | -18%
CN1CCN(Cc2nc3ccccc3n2C)CC1 | . | 0 | -2% | i | 0% | 5% | 3 | -3% | 7%
COc1ccc(C2SCC(=O)Nc3c2c(=O)[nH]n3C2CCCCC2)cc1 (configuration not stated) | 8% | 2 | -8% | i | -2% | 6% | 0 | -1% | -1%

Of the compounds above, 6 contain fluorine:
SMILES | LYP inhibition | Spn MK inh | HT1080 viability | Spn DPM-DC inh | Bfl-1 inhibitors | Alkaline phosphatase | Spn PMK inh | HPDE-C7 cytotoxicity | KRASV12 cytotoxicity | others
COc1ccccc1N1CCN(Cc2ccccc2F)CC1 | -7% | 51* | 8% | i | -4% | 8% | 0 | -19% | 0%
Cc1nc2ccccc2c(=O)n1-c1ccc(F)cc1 | . | 5 | 4% | i | 0% | 6% | 11 | 1% | 0% | Spn PMK inh pilot replicates=1.0;Spn MK inh pilot replicates=3.0;Spn DPM-DC inh pilot screen %=0.0
CN(C)CCN=Cc1c(O)n(-c2cccc(C(F)(F)F)c2)c(=O)[nH]c1=O | 1% | 7 | -3% | i | -5% | 7% | 10 | . | .
CC(c1ccc(F)cc1)n1cc(C(=O)NCc2ccc3c(c2)OCO3)nn1 (configuration not stated) | 7% | 5 | 2% | i | -4% | -3% | 0 | -3% | -4%
CN(C)P1(N(C)C)=NC(C(F)(F)F)=NC(C(F)(F)F)=N1 | -5% | 6 | 4% | i | -9% | 7% | 0 | -13% | 0%
N[C@@H](Cc1c[nH]c2ccccc12)c1nnc(SCc2ccc(F)cc2)o1 | 14% | 8 | 40% | i | -3% | 11% | 6 | 8% | 3%

Screening data (PubChem BioAssay)
